Polio RdRp inh – poliovirus RNA polymerase inhibition; P03300; poliovirus polymerase elongation, fluorescence polarization; active compounds read low; % elongation, % (compound at 16.7 µg/mL); 150,000 tested, 0.66% active; AID 588519; in the data active = % elongation below about 90%; also: some results filed as inactive read as strong as hits
Target sequence (P03300 1749-2209 limits assumed): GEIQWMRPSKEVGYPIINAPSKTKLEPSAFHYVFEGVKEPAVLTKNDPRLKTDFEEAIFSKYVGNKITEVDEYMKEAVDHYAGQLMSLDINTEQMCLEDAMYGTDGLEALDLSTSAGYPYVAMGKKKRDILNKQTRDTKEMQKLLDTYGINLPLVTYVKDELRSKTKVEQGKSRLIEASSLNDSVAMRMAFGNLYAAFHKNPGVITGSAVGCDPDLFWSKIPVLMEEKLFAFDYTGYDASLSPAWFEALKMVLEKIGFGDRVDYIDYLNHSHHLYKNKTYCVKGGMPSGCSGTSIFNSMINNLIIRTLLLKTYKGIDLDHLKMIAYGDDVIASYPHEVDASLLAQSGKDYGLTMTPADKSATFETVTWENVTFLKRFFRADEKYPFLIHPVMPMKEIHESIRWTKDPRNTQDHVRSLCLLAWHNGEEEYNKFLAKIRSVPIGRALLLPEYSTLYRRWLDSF
Polio RdRp inh FP z-score – also measured in Polio RdRp inh; calls as there; z-score; measured here: FP z-score; hits read low
* = called active by the depositor.

SMILES | Polio RdRp inh | Polio RdRp inh FP z-score
Cc1ccccc1Cn1c(CN2CCCC(C)C2)nc2c1c(=O)n(C)c(=O)n2C (stereo unspecified) | 108.0 | 0.6
COc1ccc(CN2CCCN(CC(=O)Nc3cc(C)ccc3C)S2(=O)=O)cc1 | 108.0 | 0.3
Cc1ccccc1NC(=O)Nc1sc2nc3n(c(=O)c2c1C)CCC(C)CC3 (stereo unspecified) | 105.0 | 0.9
CCOc1ccc(OCC)c(NC(=O)C2CCN(S(=O)(=O)c3ccc4c(c3)CC(C)N4C(C)=O)CC2)c1 (stereo unspecified) | 107.0 | 0.3
Cc1ccc(NC(=O)CSc2nc3ccc(NC(=O)CCc4ccccc4)cc3s2)c(C)c1 | 106.0 | -0.2
COc1ccccc1Nc1ccc(N)cc1 | 101.0 | -0.1
CCc1ccc(N2C(=O)N(CC(=O)C(C)(C)C)c3ccccc3S2(=O)=O)cc1 | 110.0 | 0.8
O=C(/C=C/c1ccccc1)Nc1nc(-c2cccs2)ns1 | 103.0 | 0
CC1CCC(C(C)C)C(OCC(O)CN2CCN(c3ccccc3)CC2)C1 (stereo unspecified) | 99.0 | -1.2
COc1ccc(N2CCN(C(=O)CCCC(=O)c3ccccc3)CC2)cc1 | 103.0 | 0.6
COc1ccc(-c2nnc(SCC(=O)c3ccccc3)o2)cc1 | 101.0 | 0
O=C(NCc1ccco1)c1noc2c1CCc1ccccc1-2 | 99.0 | -0.4
CCC(C(=O)Nc1cc(OC)ccc1OC)n1c(=O)c(C(F)(F)F)nc2ccccc21 (stereo unspecified) | 109.0 | 0.3
CC(C)C(=O)N1CCN(c2ccc(NC(=O)c3ccccc3)cc2)CC1 | 102.0 | 0.3
COc1cccc(CNC(=O)CSc2ncc3c(n2)-c2cc(Cl)ccc2N(C)S3(=O)=O)c1 | 112.0 | 0.4
O=C(Nc1nncs1)c1cc2c(s1)CCC2 | 103.0 | 0
Cn1cnc(S(=O)(=O)N2CCC(C(=O)N3CCN(c4cccc(C(F)(F)F)c4)CC3)CC2)c1 | 108.0 | 0.4
COc1ccc(CN(C)CCc2ccc(OC)c(OC)c2)cc1 | 103.0 | 0.6
CCc1ccccc1NC(=O)Cn1c(=O)n(Cc2ccco2)c(=O)c2sc3ccccc3c21 | 100.0 | -1.4
COc1ccc(NC2CC(O)C(CO)O2)cc1 (stereo unspecified) | 102.0 | 0.2
Cc1ccc(-c2cc(C(=O)NCCc3ccccc3)c3ccccc3n2)cc1C | 108.0 | -0.1
Cc1nn(-c2ccccc2)c(C)c1CN(C)CC(=O)Nc1ccccc1C#N | 102.0 | -0.2
Cc1ccc(S(=O)(=O)NNC(=S)Nc2ccccc2)cc1 | 102.0 | 0.2
CCOc1ccc2nc(N3CCCC(C(=O)Nc4ccc(OC)cc4)C3)sc2c1 (stereo unspecified) | 110.0 | 1.1

Some values from the entries so far:
Cc1ccc(NC(=O)CSc2nc3ccc(NC(=O)CCc4ccccc4)cc3s2)c(C)c1 in Polio RdRp inh reads 106.0
Cn1cnc(S(=O)(=O)N2CCC(C(=O)N3CCN(c4cccc(C(F)(F)F)c4)CC3)CC2)c1 in Polio RdRp inh FP z-score reads 0.4
COc1ccc(NC2CC(O)C(CO)O2)cc1 (stereo unspecified) in Polio RdRp inh reads 102.0
COc1cccc(CNC(=O)CSc2ncc3c(n2)-c2cc(Cl)ccc2N(C)S3(=O)=O)c1 in Polio RdRp inh reads 112.0
O=C(/C=C/c1ccccc1)Nc1nc(-c2cccs2)ns1 in Polio RdRp inh reads 103.0
COc1ccc(N2CCN(C(=O)CCCC(=O)c3ccccc3)CC2)cc1 in Polio RdRp inh reads 103.0
COc1ccc(CN(C)CCc2ccc(OC)c(OC)c2)cc1 in Polio RdRp inh reads 103.0

Later entries
SMILES | Polio RdRp inh | Polio RdRp inh FP z-score
Cc1cc(C(=O)CN2C(=O)NC(Cc3c[nH]c4ccccc34)C2=O)c(C)n1C (stereo unspecified) | 103.0 | -0.4
CCC(=O)N1CCc2cc(Br)cc(S(=O)(=O)CCC(=O)N3CCN(c4ccc(OC)cc4)CC3)c21 | 100.0 | -1.7
COC(=O)c1ccc(NCC(O)Cn2nnnc2-c2ccccc2)cc1 (stereo unspecified) | 104.0 | 0.8
Cc1ccc(C)c(NC(=O)CCS(=O)(=O)c2cccc3nsnc23)c1 | 107.0 | 0.6
CCC1CCCCN1CCCNC(=O)c1cc2c(Cl)nc3ccccc3c2s1 (stereo unspecified) | 87.0 | -1.8
CCOc1ccc(N2C(=O)CCC2=O)cc1 | 106.0 | 0.5
COc1cccc(-c2nn(Cc3ccccc3)cc2C(=O)N(C)CC(=O)NCc2ccco2)c1 | 104.0 | 0.2
COC(=O)N1N=C(C)CC1(O)c1ccc(Cl)cc1 (stereo unspecified) | 101.0 | -0.2
CN(Cc1nc2ccccc2c(=O)[nH]1)C(=O)COc1ccc2c(c1)CCC2 | 55.0* | -4.6*
COc1ccc(-c2ccc3c(N)c(C(=O)Nc4ccc(C(F)(F)F)cc4)sc3n2)cc1OC | 101.0 | -1
COCCn1c(C)cc(C(=O)CSc2nc(C)c(C)n2C2CCCCC2)c1C | 105.0 | 0.4
CCCC(=O)Nc1ccc(Br)cc1 | 105.0 | 0.7
COc1ccc(NC(=O)c2oc3ccccc3c2NC(=O)c2cc(OC)c(OC)c(OC)c2)cc1 | 99.0 | -1.7
CCN(CC)S(=O)(=O)c1ccc(C(=O)N2CCc3ccccc32)cc1 | 115.0 | 0.9
CCOc1ccc(OCC)c(NC(=O)c2cc(S(=O)(=O)N3CCCC3)cn2C)c1 | 104.0 | -0.5
COc1cccc(C2C3CN(C(C)=O)CC=C3C(C#N)=C(N)C2(C#N)C#N)c1 (stereo unspecified) | 100.0 | -0.1
CC(C)NC(=O)COc1ccc(S(=O)(=O)N(C)Cc2ccccc2)cc1 | 100.0 | -0.2
N/C(COc1cccc(C(F)(F)F)c1)=N\O | 102.0 | 0
O=C1OCC(c2ccccc2)=C1c1ccc(S(=O)(=O)N2CCOCC2)s1 | 107.0 | 0.7
COCC(C)n1c(COc2ccccc2F)nn(CN2CCN(c3ccc(O)cc3)CC2)c1=S (stereo unspecified) | 105.0 | 0.4
COCCNC(=O)c1cnc2sc(N3CCCCC3)nn2c1=O | 100.0 | -1.3
COc1ccc(Nc2oc(-c3ccccc3)nc2C#N)cc1 | 101.0 | 0.1
O=C(c1ccc2nc(/C=C(\O)c3ccc(Cl)cc3)c(=O)[nH]c2c1)N1CCN(c2ccco2)CC1 | 120.0 | 2.7
COc1ccc2oc(=O)c(C(=O)N3CCN(c4cc(Cl)ccc4Cl)CC3)cc2c1 | 104.0 | 0.1
CCCCN(CC)C(=O)c1cc2c(=O)n3cccc(C)c3nc2s1 | 99.0 | -1.4
O=c1nc2s/c(=C\c3ccco3)c(=O)n2nc1Cc1ccccc1 | 101.0 | -0.2
CN(C)S(=O)(=O)c1ccc2oc3nnc(SCc4ccccc4)n3c2c1 | 102.0 | 0.1
CCOC(=O)Cn1nc(C(F)(F)F)c(Cl)c1C | 105.0 | 0.6
CCOc1ccc(C(=O)N2CCCCC2)cc1 | 101.0 | -0.5
COc1ccc(NC(=O)CC2C(=O)N(c3ccc(C)cc3)C(=O)N2Cc2cccnc2)cc1 (stereo unspecified) | 98.0 | -2.2
COc1ccc2ccccc2c1C=C1C(=O)OC2(CCCC2)OC1=O | 101.0 | -0.3
CC1CC2(C)Oc3ccccc3C3OCC1(CO)C(C)C32 (stereo unspecified) | 101.0 | 0
COc1cccc(N2CC(NC(=O)C(c3ccccc3)c3ccccc3)CC2=O)c1 (stereo unspecified) | 106.0 | -0.2
Cc1cccc(-c2nnn3c2nc(NCc2ccccc2)c2ccccc23)c1 | 106.0 | 0.6
Cc1ccc2c(CNCc3cccs3)c(C(=O)O)n(Cc3ccc(F)cc3)c2c1 | 104.0 | -0.5
CCCCC(CC)CNC(=O)CCCc1nnc2n(CCC)c(=O)c3sccc3n12 (stereo unspecified) | 108.0 | 0.8

Record cards, as listed above. Values in the order: Polio RdRp inh, Polio RdRp inh FP z-score
`O=c1nc2s/c(=C\c3ccco3)c(=O)n2nc1Cc1ccccc1` is entered as 101.0, -0.2
`CN(C)S(=O)(=O)c1ccc2oc3nnc(SCc4ccccc4)n3c2c1` is entered as 102.0, 0.1
`CCOc1ccc(C(=O)N2CCCCC2)cc1` is entered as 101.0, -0.5

Next part.
SMILES | Polio RdRp inh | Polio RdRp inh FP z-score
N=C1c2ccccc2C(=O)C1c1ccccc1 (stereo unspecified) | 99.0 | -0.2
COc1cc(NC(=O)CSC)cc(OC)c1 | 101.0 | 0.1
Cc1cc(C)cc(NC(=O)CCS(=O)(=O)c2cc3c4c(c2)CCN4C(=O)CC3)c1 | 114.0 | 0.5
c1ccc(Nc2ncnc3sc4c(c23)CCCC4)cc1 | 104.0 | 0.7
C[n+]1ccc(/C=C/c2ccccc2F)c2ccccc21 | 103.0 | 0.2
Cc1ccc(-c2csc(N/N=C/c3ccco3)n2)cc1 | 100.0 | -0.1
CCCCn1c(CCCN2C(=O)c3ccccc3C2=O)nc2ccccc2c1=O | 104.0 | 0.7
CCOC(=O)c1c(NC(=O)c2nc(SC(C)C)ncc2Cl)sc2c1CCCC2 | 114.0 | 1.2
CC(C)C(NC(N)=O)C(=O)Nc1cccc2ncccc12 (stereo unspecified) | 103.0 | 0.2
N=c1sccn1CC(=O)NCCc1ccc(Cl)cc1Cl | 104.0 | 0
O=c1c(S(=O)(=O)c2cccc(Cl)c2)cn(Cc2ccccc2)c2cc(N3CCOCC3)c(F)cc12 | 107.0 | -0.1
CSc1cccc(NS(=O)(=O)c2ccc3c(c2)n(C)c(=O)c(=O)n3C)c1 | 102.0 | 0.2
O=C(Nc1nc2nc(-c3ccccc3)cc(=O)n2[nH]1)c1ccc(Cl)cc1 | 101.0 | -1.4
Cc1ccc(C(=O)N2CCN(C(=O)c3ccccc3)C2)cc1 | 102.0 | 0.1
COc1ccc(CNC(=O)c2c3c(nc4ccccc24)C(=O)N(C2CCCCC2)C3)cc1 | 113.0 | 0.6
Cc1nc(N)nc(C)c1Cc1ccccc1 | 108.0 | 0.5
CC1CC(C)CN(S(=O)(=O)c2ccc3[nH]cc(C(=O)N4CCC5(CC4)OCCO5)c(=O)c3c2)C1 (stereo unspecified) | 102.0 | 0.3
O=C(Cc1c(Cl)cccc1Cl)NCCSc1n[nH]c(=O)[nH]c1=O | 105.0 | 0.2
CC(C)(C)NC(=O)NCc1ccncc1 | 102.0 | -0.1
CCNCC1Cc2ccccc2O1 (stereo unspecified) | 107.0 | 0.3
COc1ccccc1CNC(=O)c1cc(-c2ccccc2)n[nH]1 | 116.0 | 1.6
CCOc1ccccc1NC(=O)Cn1c(=O)n(Cc2ccccc2)c(=O)c2cccnc21 | 106.0 | 0.4
O=C(CSc1nnc2ccccn12)NC(=O)NC1CCCC1 | 100.0 | -0.4
O=C(O)CCC(=O)NCc1cccc(Oc2ccccc2)c1 | 101.0 | -0.3
C=CCN(CC=C)C(=S)Nc1ccc2nsnc2c1 | 91.0 | -2.6
CCn1c(-c2ccc3c(c2)OCCO3)cnc1SCC(=O)NC(=O)NCc1ccco1 | 99.0 | -0.6
Cn1c(=O)c2c(SCCN3CCOCC3)nc(-c3ccccc3Cl)nc2n(C)c1=O | 102.0 | 0.1
CCCn1nnc(NC(=S)NC(=O)c2ccc(-c3cc(Cl)ccc3Cl)o2)n1 | 99.0 | -0.2
COC(=O)Cn1cc(C#N)c2ccccc21 | 102.0 | -0.2
O=C(NCCc1ccc(O)cc1)c1ccc2ccccc2c1 | 101.0 | -0.7
O=C(O)c1cccc2[nH]c3c(c12)CCCC3 | 99.0 | -1.4
CC1(C)CC2CC(C)(CN2C(=O)CSc2nnc(-c3cccs3)n2N)C1 (stereo unspecified) | 99.0 | -0.5
CC1(C)CC(=O)c2cc(NC(=O)c3ccccc3)c(=O)oc2C1 | 104.0 | 0.9
COc1ccc(NC(=O)N2CCN3CCCCC3C2)cc1OC (stereo unspecified) | 103.0 | -1.1
CCOc1ncccc1C(=O)NCCc1c[nH]c2ccccc12 | 99.0 | -0.7
O=C(Nc1cccc2cccnc12)c1ccc(F)cc1 | 110.0 | 1.2

Continued, starting with the last three of the part before.
SMILES | Polio RdRp inh | Polio RdRp inh FP z-score
COc1ccc(NC(=O)N2CCN3CCCCC3C2)cc1OC (stereo unspecified) | 103.0 | -1.1
CCOc1ncccc1C(=O)NCCc1c[nH]c2ccccc12 | 99.0 | -0.7
O=C(Nc1cccc2cccnc12)c1ccc(F)cc1 | 110.0 | 1.2
CCN1/C(=C(/O)c2ccccc2)C(=O)c2ccccc2S1(=O)=O | 105.0 | 1.1
CCN(CC)S(=O)(=O)c1ccc(/C=C/C(=O)OCC(=O)N2CC(C)OC(C)C2)cc1 (stereo unspecified) | 94.0 | -0.5
COc1cccc(C(=O)Nc2ccc3c(c2)CCCN3C(=O)c2cccs2)c1OC | 108.0 | 0.3
O=C1CC(C(=O)Nc2ccc(Cl)c(Cl)c2)NC(=NCc2ccco2)N1 (stereo unspecified) | 101.0 | 0
CC(C)(C)c1ccc(O)c(CN2CCN(c3ccccc3)CC2)c1 | 100.0 | -0.2
CCN1CCOC(=O)C1CC(=O)Nc1ccccc1C(F)(F)F (stereo unspecified) | 107.0 | 0.8
CCOC(=O)c1ccc2ncc3c(-c4ccccc4)nn(-c4ccc(F)c(Cl)c4)c3c2c1 | 104.0 | -1.4
COC(=O)CN1C(=O)Nc2ccc(C)cc2C1c1ccccc1 (stereo unspecified) | 101.0 | -0.4
COc1ccc(CNC(=O)C2CCN(C(=O)N3CC(C)Oc4ccc(C)cc43)CC2)cc1 (stereo unspecified) | 98.0 | -1.5
Cc1cc(=O)[nH]c(SCC(=O)Nc2ccccc2C#N)c1C#N | 104.0 | -0.4
CC1=C(C(=O)Nc2ccccc2)C(c2ccccc2)n2nc(-c3ccco3)nc2N1 (stereo unspecified) | 107.0 | 0.6
CC1CCN(c2ncnc3c2nnn3C)CC1 | 113.0 | 1.2
OC(c1n[nH]c(=S)n1-c1ccccc1)C(O)c1n[nH]c(=S)n1-c1ccccc1 (stereo unspecified) | 105.0 | 0.2
C#CCN1C(=O)C(O)(CC(=O)c2ccc(OC)c(OC)c2)c2cc(Br)ccc21 (stereo unspecified) | 108.0 | -0.5
CCc1nonc1NC(=O)c1oc2cc(C)c(C)cc2c1C | 109.0 | 0.1
COc1ccc(-c2cc(-c3ccccc3)[nH]c(=S)c2C#N)cc1 | 107.0 | 0.4

Assay outcomes from PubChem.

Some of the compounds tested; count on the stated rates, not on these rows.
